Compound activity deposited in PubChem BioAssay by several laboratories.
NPY1 pot ag = potentiates or activates human NPY-Y1 receptor; P25929; NPY-Y1 expressing cells, potentiator/agonist activation; activation, % at 3.6 µM; actives 0.37% (n = 220,000); in the data active means activation above about 33%, passing the limit was not always enough;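 further: cells stimulated with NPY at EC10 then isoproterenol at EC100; 0% = low agonist plus stimulus and 100% = saturating agonist plus stimulus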
NPY-Y2 PAM-ag = potentiators or agonists of human neuropeptide Y receptor Y2; cells expressing NPY-Y2, potentiator/agonist read-out; AID 1359; P49146; activation, % at 3.6 µM; actives 0.45% (n = 220,000); in the data active means activation above about 27%;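 further: cells stimulated with NPY near EC25 plus isoproterenol at EC100; 0% = vehicle plus submaximal agonist and 100% = vehicle plus saturating agonist; some results beyond the cut were filed as inactive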
TRPML3 ag = activates the human TRPML3 channel. activation, % at 3 µM. HEK293 TRPML3-YFP, Fluo-8 calcium fluorescence; 100% = the carbachol control signal. AID 1448. Q8TDD5. actives 0.29% (n = 220,000);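 active means activation above its plate's cutoff, the mean activation of the plate's test wells plus 3 SD, cut at about 12% in these data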;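 further: 0% = DMSO only wells and 100% = carbachol wells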
Target sequence (Q8TDD5 whole entry, looked up): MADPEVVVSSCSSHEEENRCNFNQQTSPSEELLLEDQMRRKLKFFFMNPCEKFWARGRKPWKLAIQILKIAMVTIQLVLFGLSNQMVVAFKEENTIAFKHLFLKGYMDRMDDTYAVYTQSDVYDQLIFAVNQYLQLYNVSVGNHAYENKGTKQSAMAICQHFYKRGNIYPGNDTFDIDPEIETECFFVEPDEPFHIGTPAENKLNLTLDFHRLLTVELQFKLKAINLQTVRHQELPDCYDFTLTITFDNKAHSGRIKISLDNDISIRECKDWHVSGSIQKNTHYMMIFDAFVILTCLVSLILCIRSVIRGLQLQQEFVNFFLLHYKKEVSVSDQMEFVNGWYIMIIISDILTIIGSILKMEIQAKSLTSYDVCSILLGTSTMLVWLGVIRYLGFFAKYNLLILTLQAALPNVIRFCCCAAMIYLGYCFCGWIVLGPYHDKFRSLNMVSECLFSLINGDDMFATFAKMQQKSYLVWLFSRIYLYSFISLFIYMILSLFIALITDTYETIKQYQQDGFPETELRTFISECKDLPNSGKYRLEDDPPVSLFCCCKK
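system = HEK293 cells stably carrying human TRPML3-YFP | doses = one concentration, 3 µM nominal, 0.3% DMSO | timing = dye loading 1 h 37 °C then 30 min ambient, 125 s read | detection = Fluo-8 calcium dye fluorescence, ex 470-495, em 515-575 nm | benchmarks = high control carbachol 87 µM, low control DMSO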
EP2 mod = EP2 receptor (human) modulation. P43116. EP2-expressing cells, cAMP HTRF FRET, PGE2 co-stimulation. induction, % at 25 µM. actives 0.83% (n = 260,000). AID 940;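 active means compounds whose cAMP rise, as percent of the full-agonist control response, exceeds 60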;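 further: rat C6 glioma line stably carrying human EP2 under a CMV promoter; the protocol text gives 20 µM as final concentration; 100% = response of wells given 1 µM PGE2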
S1P4 ag = agonists of human S1P4 receptor | S1P4-expressing cell line, agonist reporter assay | activation, % at 4.98 µM | actives 0.35% (n = 220,000) | AID 1509; in the data active means activation above about 11%;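 further: 0% = DMSO vehicle and 100% = reference agonist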
zfTRPN1 agonist = zebrafish TRPN1 (NompC) channel agonism. actives 0.18% (n = 220,000). HEK293 zebrafish TRPN1-YFP, Fluo-8 calcium fluorescence; 100% = response to 87 µM carbachol. activation, % at 3 µM;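 active means activation above its plate's cutoff, the mean activation of test wells on that plate plus 3 SD, cut at about 19% in these data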;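 further: 0% = DMSO alone and 100% = 87 µM carbachol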
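Material: zebrafish TRPN1-YFP in HEK293 cells; Doses: single test compound dose, 3 µM nominal, 0.3% DMSO; Timing: dye loading 1 h at 37 °C, then 30 min room temperature; Technique: intracellular calcium fluorescence with Fluo-8; Benchmarks: high carbachol 87 µM, low DMSO alone.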
CHOP inh = CHOP inhibition in unfolded protein response; inhibition, % at 10 µM; actives 3.8% (n = 220,000); CHO-K1 CHOP-promoter luciferase, tunicamycin-induced, 15-18 h;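 active means compounds that reduced the stress-induced luciferase reporter signal by more than about 70% of percent inhibition, limit read from the data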;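 further: 0% = tunicamycin plus vehicle and 100% = wells without tunicamycin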
S1P4 antag = human S1P4 receptor antagonism. O95977. S1P4-expressing cells, antagonist mode, reporter read-out. inhibition, % at 4.98 µM. actives 0.26% (n = 220,000). AID 1510; in the data active means inhibition above about 29%;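 further: 0% = wells stimulated with agonist and 100% = vehicle wells without agonist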
NPY-Y1 antag = blocks the human neuropeptide Y Y1 receptor; inhibition, % at 3.6 µM; HEK293-CNG Y1 cells, membrane potential fluorescence; NPY at EC95, then isoproterenol; P25929; actives 1% (n = 200,000);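 active means inhibition above the campaign mean inhibition of all tested compounds plus 3 SD, cut at about 20% in these data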;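 further: 0% = DMSO wells given NPY plus isoproterenol and 100% = isoproterenol alone without NPY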
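Test system: HEK293 cells co-expressing NPY Y1 receptor and cyclic-nucleotide gated channel; Also added: NPY (25 nM), isoproterenol (1 µM), Ro 20-1724 (25 µM); Compound dosing: one concentration, 3.6 µM, in 0.4% DMSO; Timing: dye 3 h, compound 60 min room temperature, stimulation 45 min; Technique: Membrane-potential fluorescent dye readout.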
Starred values were filed as active, the others as inactive; . = not tested or not shown.

| mol | NPY1 pot ag | NPY-Y2 PAM-ag | TRPML3 ag | EP2 mod | S1P4 ag | zfTRPN1 agonist | CHOP inh | S1P4 antag | NPY-Y1 antag |
| --- | --- | --- | --- | --- | --- | --- | --- | --- | --- |
| CCCC1=[N+](CC)CCn2c(C)ccc21 | -5 | -11 | 0.6 | 9 | 0.2 | 0.5 | 19 | -2 | 5 |
| C(=C\c1cccc2ccccc12)/c1nnc(-c2cccs2)o1 | -8 | -39 | 0.0 | 56 | 0.2 | -3.2 | 33 | 2 | 4 |
| O=C(c1cc2cc(Cl)ccc2oc1=O)N1CCOCC1 | 25 | -8 | 0.5 | -7 | 0.3 | -0.9 | 10 | -7 | 6 |
| Cc1cc(C)c(S(=O)(=O)Nc2cccnc2)c(C)c1 | 5 | -5 | 1.0 | 7 | -0.5 | 1.1 | 46 | 6 | 0 |
| CCC(CO)Nc1ncnc2c1cnn2-c1ccc(Cl)cc1 (stereo not given) | 25 | 18 | 0.9 | -6 | 1.3 | 3.5 | 19 | 9 | -6 |
| O=C(N/N=C\c1cc([N+](=O)[O-])ccc1N1CCCC1)c1ccccn1 | 2 | 10 | 0.7 | -13 | -0.5 | 1.0 | 1 | 4 | 0 |
| Clc1ccc(C2CC(c3cccs3)n3ncnc3N2)cc1 (stereo not given) | 6 | -7 | 1.5 | -35 | 0.3 | 5.4 | -8 | 15 | . |
| CCN(CC)S(=O)(=O)c1ccc2oc(C(=O)N3CCc4ccccc4C3)c(C)c2c1 | -21 | -7 | 0.0 | -36 | 0.1 | -0.1 | 33 | -16 | 0 |
| O=C(OCC(=O)N1CCCC1)c1ccc(NS(=O)(=O)c2cccs2)cc1O | 2 | 2 | 0.4 | 5 | 1.2 | 1.3 | -9 | -21 | -1 |
| O=c1cc(N2CCCCC2)c(-c2ccccc2)nn1Cc1cccc(F)c1 | -10 | 6 | 0.4 | 90* | 0.6 | -0.5 | 75* | 8 | -2 |
| COc1ccc(NC2CC(=O)N(C(C)C)C2=O)cc1 (stereo not given) | 4 | -19 | 0.5 | 15 | -1.6 | 1.2 | 11 | -7 | -5 |
| N/C(=N\OC(=O)c1ccc2ccccc2c1)c1ccc(Br)cc1 | -12 | -4 | 0.8 | 4 | 1.2 | -0.2 | 3 | -12 | 6 |

The final 3 compounds of the part before come first, to join the parts:
| mol | NPY1 pot ag | NPY-Y2 PAM-ag | TRPML3 ag | EP2 mod | S1P4 ag | zfTRPN1 agonist | CHOP inh | S1P4 antag | NPY-Y1 antag |
| --- | --- | --- | --- | --- | --- | --- | --- | --- | --- |
| O=c1cc(N2CCCCC2)c(-c2ccccc2)nn1Cc1cccc(F)c1 | -10 | 6 | 0.4 | 90* | 0.6 | -0.5 | 75* | 8 | -2 |
| COc1ccc(NC2CC(=O)N(C(C)C)C2=O)cc1 (stereo not given) | 4 | -19 | 0.5 | 15 | -1.6 | 1.2 | 11 | -7 | -5 |
| N/C(=N\OC(=O)c1ccc2ccccc2c1)c1ccc(Br)cc1 | -12 | -4 | 0.8 | 4 | 1.2 | -0.2 | 3 | -12 | 6 |
| O=C(COC(=O)c1ccccc1F)Nc1cc(S(=O)(=O)N2CCOCC2)ccc1N1CCCC1 | -5 | -17 | -0.2 | -10 | 0.0 | -1.2 | -2 | -15 | 4 |
| Nc1ccc(O)c2c1C(=O)c1ccccc1C2=O | 54* | 57* | -1.4 | -64 | -5.5 | -3.1 | 7 | -8 | -10 |
| COc1cccc2cc(C(=O)NC(C)C3CCCO3)c(=O)oc12 (stereo not given) | -21 | -12 | 0.2 | -12 | 2.0 | -0.1 | -14 | 10 | 10 |
| CN(C(=O)COC(=O)c1cc([N+](=O)[O-])ccc1N1CCCC1)C1CCS(=O)(=O)C1 (stereo not given) | 15 | 3 | 0.9 | -8 | -0.5 | 0.8 | 8 | -5 | 3 |
| CC(NC(=O)c1ccccc1F)c1ccccc1 (stereo not given) | 11 | 3 | 0.4 | -8 | -0.7 | -0.7 | 8 | 5 | . |
| CCOC(=O)Cn1c(=O)n(C2CCCC2)c(=O)c2ccccc21 | -17 | -1 | -1.2 | -7 | -2.0 | -1.6 | -2 | -4 | 1 |
| Cc1snc(S(=O)(=O)/C(C#N)=N/Nc2ccc(C(F)(F)F)cc2)c1C#N | 3 | 2 | 0.5 | -30 | -0.1 | 1.5 | 12 | -8 | 0 |
| O=c1c(-c2ccco2)[n+]([O-])c2ccccc2n1OCc1ccccc1F | 1 | 8 | 0.7 | 40 | -4.3 | 1.0 | 30 | -4 | 2 |
| O=C(c1ccc(F)cc1)C1CCN(C(=O)NC2CCCCC2)CC1 | 7 | 0 | 0.2 | 8 | 0.0 | 1.2 | 29 | -1 | -5 |
| CCOc1cc(NC(=S)NCCCN2CCOCC2)c(OCC)cc1NC(=O)C1CCCCC1 | -6 | 4 | 0.4 | 16 | 2.5 | 0.0 | 25 | -11 | 0 |
| CCOC(=O)C1CCN(CC(O)COCc2cccs2)CC1 (stereo not given) | -1 | -1 | 0.2 | -7 | 1.7 | -0.2 | -3 | -15 | -2 |
| COc1ccc(NC(=O)C2OCCc3ccccc32)c(OC)c1 (stereo not given) | -14 | 1 | -0.1 | 13 | -0.2 | -1.1 | 37 | -10 | 4 |
| COc1cc(NC(=O)C2CCCN2S(=O)(=O)c2cccc3cccnc23)cc(OC)c1OC (stereo not given) | 9 | 3 | -0.3 | -10 | 1.7 | 0.2 | 23 | 9 | 0 |

Entries of single compounds as entered above. Values in the order: NPY1 pot ag, NPY-Y2 PAM-ag, TRPML3 ag, EP2 mod, S1P4 ag, zfTRPN1 agonist, CHOP inh, S1P4 antag, NPY-Y1 antag
Cc1snc(S(=O)(=O)/C(C#N)=N/Nc2ccc(C(F)(F)F)cc2)c1C#N as listed: 3, 2, 0.5, -30, -0.1, 1.5, 12, -8, 0
Nc1ccc(O)c2c1C(=O)c1ccccc1C2=O as listed: 54*, 57*, -1.4, -64, -5.5, -3.1, 7, -8, -10
CCOC(=O)Cn1c(=O)n(C2CCCC2)c(=O)c2ccccc21 as listed: -17, -1, -1.2, -7, -2.0, -1.6, -2, -4, 1
O=c1c(-c2ccco2)[n+]([O-])c2ccccc2n1OCc1ccccc1F as listed: 1, 8, 0.7, 40, -4.3, 1.0, 30, -4, 2
